Source: PubChem
Hsp70 act: switches on Hsp70 transcription | 200,000 tested, 0.04% active | HeLa Hsp70 promoter luciferase reporter, luminescence; scaled: vehicle 0, proteasome-inhibitor control 100% | activation, % at 10 µM | AID 1203;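 active means activation above the mean across all tested compounds plus 3 SD, cutoff set per campaign, cut at about 5.5% in these data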;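 further: 100% = MG132 at 30 µM as the positive control and 0% = DMSO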
Lmaj promast: Leishmania major promastigote growth inhibition; Leishmania major promastigotes, resazurin fluorescence viability; inhibition, % at 10 µM; 200,000 tested, 9% active; AID 1063; in the data active means inhibition above about 50%;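 further: promastigotes grown with compound for 44 hours at 28 °C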
DTT redox prof: compounds producing H2O2 with reducing agent – biochemical, NIH compound library profiling, artefact control for MLSCN library redox annotation, primary screen; DTT-dependent redox cycling H2O2, phenol red/HRP absorbance; 100% = 100 µM peroxide control, 0% = buffer; activation, % at 10 µM; 200,000 tested, 0.03% active;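 active means activation of at least 50% relative to the plate's high and low controls in the primary single-dose screen; inactive means activation below 50%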;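 further: compound incubated with DTT at 0.8 mM final as the reducing agent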
* marks the source's active call; other numbers are inactive results. These rows are one share of the data; rates above refer to the full screens.

The line under a structure holds: Hsp70 act, Lmaj promast, DTT redox prof
- CSc1nc2c(c(-c3ccccc3)c1C#N)CCC2
    0.1, 2.1, -0.4
- CCOC(=O)c1ccccc1N/C=C/C(=O)c1ccccc1
    0.2, 6.7, 1.7
- NC(Cc1ccc2nsnc2c1)C(=O)O (stereo unspecified)
    -0.3, -2.2, 0.6
- Clc1ccc(C(c2nnnn2C2CCCC2)N2CCN(c3nc4ccccc4s3)CC2)cc1 (stereo unspecified)
    -0.2, 96.8*, 1.0
- Cc1ccc(C(c2nnnn2C2CCCC2)N2CCN(c3nc4ccccc4s3)CC2)cc1 (stereo unspecified)
    -0.2, 94.7*, -0.5
- CN(Cc1ccccc1)c1nc2c(c(=O)[nH]c(=O)n2C)n1CCSc1ncccn1
    -0.3, -3.4, 2.0
- O=C(ON=C1CCSCC1)c1ccccc1
    -0.4, -1.3, 1.8
- CCOc1ccccc1NC(=O)c1cccnc1
    -0.3, -2.2, 1.1
- CC1(C)Cc2c(C#N)c(SCC(=O)c3ccccc3)nc(N3CCCC3)c2CO1
    0.1, -1.4, 2.1
- CCOc1ccc(-n2nc3c(-n4ncc(C#N)c4N)nnc(C)c3c2C)cc1
    -0.3, -1.4, -0.6
- CCc1cc(=O)oc2c(C)c(OS(C)(=O)=O)ccc12
    -0.5, 5.1, -2.7
- COc1cccc(NC(=O)c2nn(C)cc2Br)c1
    0.0, -1.6, -0.3
- CCOC(=O)c1ccc(NCc2ccncc2)cc1
    -0.4, -3.9, -7.1
- CC(=O)Oc1ccc(C(=O)Nn2cnnc2)cc1
    0.2, -3.1, 0.1
- Cc1cc(N2CCC3(CC2)OCCO3)n2nc(C)c(-c3ccc(Cl)cc3)c2n1
    -0.1, 4.8, 2.0
- COC(=O)c1sc(NC(=O)COc2ccc(OC)cc2)nc1C
    -0.1, -2.6, 0.5
- CCOC(=O)C1=C(C)N=c2sc(=C(C)C)c(=O)n2C1c1ccc(N(C)C)cc1 (stereo unspecified)
    -0.2, 45.2, 0.7
- Cn1c(OCc2cccnc2)nc2c1c(=O)n(Cc1ccc(Cl)cc1)c(=O)n2C
    0.1, 10.3, 0.4
- Cc1c(Cc2ccccc2)sc(NC(=O)Cc2ccccc2)c1C(N)=O
    -0.5, -7.8, -4.3
- CN1CCN(c2ncnc3c2sc2nc(N4CCOCC4)c4c(c23)CCC4)CC1
    -0.5, 25.7, 4.0
- CC(CS(=O)(=O)c1ccc2ccccc2c1)N1CCN(C2CCCCC2)CC1 (stereo unspecified)
    -0.1, 82.5*, 0.9
- Cc1ccc(S(=O)(=O)N2CCN(S(C)(=O)=O)CC2)cc1
    -0.2, -7.5, -0.3
- O=C(Nc1ccccc1)c1ccc(CN2CCC(Cc3ccccc3)CC2)cc1
    -0.5, 2.4, 2.5
- O=C(NC(=S)Nc1ccc(N2CCCCC2)c(Cl)c1)c1cccs1
    -0.1, 4.5, 2.6
- COC(=O)N/N=C(C)/C=C/c1ccccc1
    -0.1, -1.7, 2.2
- O=C(N/N=C/C=C/c1ccccc1)C(O)c1ccccc1 (stereo unspecified)
    -0.5, -2.9, -3.2
- COc1cccc(OCCOc2ccccc2[N+](=O)[O-])c1
    0.5, -0.4, 2.2
- COc1cccc(Cn2c(NCc3ccccn3)nc3c2c(=O)n(C)c(=O)n3C)c1
    0.0, -7.6, 0.2
- O=C(NCCc1ccccc1)C1CCCN1S(=O)(=O)c1ccc(F)cc1 (stereo unspecified)
    -0.1, -1.2, -0.4
- Cc1cc(C)cc(NC(=S)NCc2ccc3c(c2)OCO3)c1
    0.1, 8.3, -3.5
- CCN(CC)C(=O)n1nc(C)c(CN2C(=O)c3ccccc3C2=O)c1C
    -0.2, 1.0, -8.1
- CCOC(=O)c1c(NC(C)=O)sc2c1CCC(C=NCCCN(CC)CC)=C2Sc1ccccc1
    -0.3, 33.4, 0.5
- Cc1nnc(-n2ncc(C#N)c2N)c2nn(-c3ccccc3F)c(C)c12
    0.0, -7.3, -0.1
- Cn1c(N2CCN(c3ccccn3)CC2)nc2c1c(=O)n(Cc1ccccc1Cl)c(=O)n2C
    -0.1, -3.6, 0.5
- CCCn1c(=O)n(C)c(=O)c2c(SCc3cc(C(C)=O)ccc3OCC)nc(C3CC3)nc21
    -0.4, 17.7, 0.8
- O=C1c2ccc(-c3nc4ccccc4o3)cc2C(=O)N1Cc1ccccc1
    -0.2, -5.5, -7.9
- O=c1cc(-c2ccc(F)cc2)oc2ccccc12
    -0.2, -0.5, -1.4
- CCOc1ccc(-n2c(SCC(=O)NCc3ccco3)nc3c([nH]c4ccccc43)c2=O)cc1
    0.2, 45.9, 0.6
- CC1C2=C(CCCC2=O)N(c2cccc3ccccc23)C2=C1C(=O)CCC2
    -0.1, 54.6*, 2.9
- O=c1oc2ccc3ccccc3c2cc1-c1nc2ccccc2o1
    0.1, 99.7*, 2.7
- Cn1c(=O)c2c(nc(CN3CCCCC3)n2CCCc2ccccc2)n(C)c1=O
    -0.3, -1.4, 0.3
- COc1cc(C=O)ccc1OCCOCCOc1ccc(Cl)cc1Cl
    -0.1, -5.4, 2.3
- COc1cc(C)ccc1OCCCOc1cc(C)ccc1Cl
    -0.2, 3.6, 2.4
- CCOC(=O)C1=NN(c2ccc(F)cc2)C2=NC(C)=C(C(=O)OC)C(c3cccs3)N12 (stereo unspecified)
    -0.2, 3.0, 0.8
- CCOc1ccc2[nH]cc(C(=O)N3CCN(C4CCCCC4)CC3)c(=O)c2c1
    -0.1, -2.9, 1.3
- O=C1c2ccccc2C(=O)N1CCOc1ccccc1
    0.4, -3.8, -8.6
- CC(C)n1c(SCC(=O)N2c3ccccc3CCc3ccccc32)nc2c1c(=O)n(C)c(=O)n2C
    -0.2, 5.4, 0.9
- CCc1nc(N2CCN(S(=O)(=O)c3ccc(Br)cc3)CC2)c2c(C)c(C)sc2n1
    0.2, -1.3, 2.3
- COc1cccc(COc2ccc3c(C)c(Cc4ccccc4)c(=O)oc3c2)c1
    -0.2, -1.2, 4.8
- CC1CCCN(C(=O)c2ccc(S(=O)(=O)N3CCC(c4nc5ccccc5s4)CC3)cc2)C1 (stereo unspecified)
    -0.1, 28.4, 0.2

(more compounds)
The line under a structure holds: Hsp70 act, Lmaj promast, DTT redox prof
- CCCOc1ccc(C2/C(=C(/O)c3ccccc3)C(=O)C(=O)N2CCCN(C)C)cc1OC (stereo unspecified)
    -0.3, -4.7, 2.1
- Cc1cccc(CCNS(=O)(=O)c2ccc(S(=O)(=O)N3CCC(C)CC3)cc2)c1
    -0.1, -7.1, 1.3
- O=C(Cc1ccccc1)NCC1COc2ccccc2O1 (stereo unspecified)
    -0.2, -4.5, -0.4
- N#Cc1c(/N=C/c2cc(Br)cs2)sc2c1CCC2
    0.1, -3.0, 1.1
- Cc1ccc(C(C(=O)NC(C)(C)C)N(Cc2ccco2)C(=O)CCC(=O)Nc2nccs2)cc1 (stereo unspecified)
    0.2, 0.0, 0.1
- O=c1c2ccccc2nc(/C=C/c2cccc([N+](=O)[O-])c2)n1CCCO
    -0.1, 20.9, 2.7
- CCCn1c(=N)n(CCOCCOCCn2c(=N)n(CCC)c3ccccc32)c2ccccc21
    -0.2, 88.0*, 0.7
- O=C(NCc1cccs1)Nc1cccc(Cl)c1
    0.1, 7.0, 0.7
- CCOC(=O)CN1C(=O)C(Sc2nnc(-c3ccccc3OC)s2)CCc2ccccc21 (stereo unspecified)
    -0.5, 12.8, 2.8
- CNC(=S)NCc1ccc(Cl)cc1
    0.1, -2.9, -3.6
- COC(=O)c1cc(Br)ccc1NC(=O)Nc1ccc(C)cc1
    -0.1, 19.0, -3.6
- COc1ccc(-n2c(=O)c3c4c(sc3n3c(C)nnc23)CC(C)CC4)cc1 (stereo unspecified)
    -0.1, -2.2, 0.6
- Cc1ccc(Sc2ccc(N)cc2C#N)cc1
    -0.4, -6.0, 2.2
- CCN1C(c2ccccc2)=C(c2ccccc2)S/C1=C\C=C1/SC(=S)N(C)C1=O
    0.1, 8.1, 4.5
- CCCc1cc(N2CCCC(C(=O)Nc3cc(Cl)ccc3OC)C2)n2ncnc2n1 (stereo unspecified)
    -0.1, 25.1, 1.0
- COc1ccc(-c2c(C#N)c(N)nc3c2c(=O)n(C)c(=O)n3C)cc1Cl
    0.2, 9.1, 0.8
- CN(CC1COc2ccccc2O1)C(=S)Nc1ccccc1 (stereo unspecified)
    -0.4, 9.5, -4.8
- Cc1cc(C)cc(NC(=O)NC2CCN(CC(=O)Nc3c(C)cc(C)cc3C)CC2)c1
    -0.2, -3.1, 0.2
- COc1ccc(CCNC(=O)N2c3ccccc3Sc3ccccc32)cc1
    -0.2, 68.2*, 1.2
- CCOc1ccccc1C(=O)Nc1ccc2nc(N3CCN(c4ncccn4)CC3)cc(C)c2c1
    -0.3, 21.4, 2.8
- Cc1c(C(=O)NC(=S)Nc2ccc(NC(=O)c3cccs3)cc2)cccc1[N+](=O)[O-]
    0.0, 98.0*, -2.8
- Cc1cccc(NC(=O)c2c(O)c3cccc4c3n(c2=O)CC4)c1
    -0.5, 2.6, 9.9
- CCOC(=O)c1c(NC(C)=O)sc2c1C1CCN2CC1
    0.1, -0.2, -0.4
- CC(C)Sc1nnc2n(CCc3ccccc3)c(=O)c3c4c(sc3n12)COC(C)(C)C4
    0.8, 39.3, -0.4
- COc1ccc(N=CC2=C(Nc3ccc(OC)cc3)c3c(C)nn(-c4ccccn4)c3CC2)cc1
    -0.2, 100.2*, -0.4
- CSc1nc(C)cc(OCCNS(=O)(=O)c2ccc(C)cc2)n1
    -0.3, -3.0, 0.1
- CN(C)c1ccc(/C=C2\C(=O)N(c3ccc([N+](=O)[O-])cc3)N=C2N2CCOCC2)cc1
    -0.1, 79.9*, 1.1
- O=C(Oc1ccc(Br)cc1C(=O)/C=C/c1ccccc1F)c1ccco1
    0.1, 99.5*, -7.5
- Cc1ccc2nc(-c3ccc(NC(=S)NCCC(C)C)cc3)sc2c1
    -0.3, 3.4, 1.5
- Cc1occc1C(=O)Nc1cccc(/C=C/C(=O)O)c1
    -0.1, 1.4, -3.2
- CCN(CC)CCNc1ccc(Cl)cc1[N+](=O)[O-]
    -0.1, 52.1*, -8.6
- COc1cccc(-n2c(SCC(=O)N3CCOCC3)nc3c([nH]c4ccccc43)c2=O)c1
    0.0, -10.4, 7.0
- CC(/C=C/c1ccc2c(c1)OCO2)=N/NC(=O)CNc1ccc(C)cc1
    -0.3, 1.8, 1.6
- COc1cc(/C=C2/OC(=O)c3cc([N+](=O)[O-])ccc32)cc(OC)c1OC
    0.0, -6.1, 0.7
- CC(=O)Nc1ccccc1C(=O)C(=O)Nc1cccc(F)c1
    -0.1, -1.1, -4.1
- CC1(C)CC2(CCO1)N1CC3(C)CN2CC(C)(C1)C3=O (stereo unspecified)
    -0.1, -5.8, 6.9
- Cc1cc(C)c2cc(C#N)c(N3CCCN(S(=O)(=O)c4ccccc4)CC3)nc2c1
    -0.2, -1.9, 0.1
- Brc1ccc(-c2nnc(-c3cccnc3)c3conc23)cc1
    -0.3, 11.4, 0.0
- CCc1ccc(CNC(=O)C(=O)NCCc2ccc(OC)c(OC)c2)cc1
    -0.3, -4.2, 3.5
- Cc1ccc2nc3c(cc(C#N)c(=N)n3CCCN3CCOCC3)c(=O)n2c1
    -0.1, 6.5, 1.4
- O=c1c2ccccc2[nH]c(=S)n1CC1CCCO1 (stereo unspecified)
    0.0, 5.9, -6.6

Twelve of these compounds in another layout.
| smiles | Hsp70 act | Lmaj promast | DTT redox prof |
| --- | --- | --- | --- |
| Cc1occc1C(=O)Nc1cccc(/C=C/C(=O)O)c1 | -0.1 | 1.4 | -3.2 |
| CCN(CC)CCNc1ccc(Cl)cc1[N+](=O)[O-] | -0.1 | 52.1* | -8.6 |
| COc1cccc(-n2c(SCC(=O)N3CCOCC3)nc3c([nH]c4ccccc43)c2=O)c1 | 0.0 | -10.4 | 7.0 |
| CC(/C=C/c1ccc2c(c1)OCO2)=N/NC(=O)CNc1ccc(C)cc1 | -0.3 | 1.8 | 1.6 |
| COc1cc(/C=C2/OC(=O)c3cc([N+](=O)[O-])ccc32)cc(OC)c1OC | 0.0 | -6.1 | 0.7 |
| CC(=O)Nc1ccccc1C(=O)C(=O)Nc1cccc(F)c1 | -0.1 | -1.1 | -4.1 |
| CC1(C)CC2(CCO1)N1CC3(C)CN2CC(C)(C1)C3=O (stereo unspecified) | -0.1 | -5.8 | 6.9 |
| Cc1cc(C)c2cc(C#N)c(N3CCCN(S(=O)(=O)c4ccccc4)CC3)nc2c1 | -0.2 | -1.9 | 0.1 |
| Brc1ccc(-c2nnc(-c3cccnc3)c3conc23)cc1 | -0.3 | 11.4 | 0.0 |
| CCc1ccc(CNC(=O)C(=O)NCCc2ccc(OC)c(OC)c2)cc1 | -0.3 | -4.2 | 3.5 |
| Cc1ccc2nc3c(cc(C#N)c(=N)n3CCCN3CCOCC3)c(=O)n2c1 | -0.1 | 6.5 | 1.4 |
| O=c1c2ccccc2[nH]c(=S)n1CC1CCCO1 (stereo unspecified) | 0.0 | 5.9 | -6.6 |
